Screens: PubChem, National Center for Advancing Translational Sciences (NCATS)
Nrf2 block = blocks Nrf2 signaling. AID 504444. 2.1% of 360,000 active. Potency, µM (highest dose often 46 µM), for the others: at the top dose activity change, negative = inhibition, hits mostly inhibitors. A549 ARE-Fluc reporter, luciferase luminescence, 18-24 h; further: potency means the concentration at half of the fitted maximal effect; on the % scale 0 is the no-effect control and ±100 the full control effect; nearly all actives have a fitted effect of over 60% in size
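Concentration-response testing used A549 ARE_Fluc cells at 5000 cells/well. Following an 18-24 h compound incubation, viability was read by fluorescence (Ex 405/Em 525) and luciferase output by luminescence.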
TGFb SMAD3 inh = inhibitors of TGF-b signaling | Potency, µM (titrated, usually from 46.1 µM), for the others: top-dose activity, negative = inhibition, most hits filed as inhibitors | 1.2% of 410,000 active | HepG2 CAGA-GFP TGF-b/SMAD3 reporter, GFP fluorescence, 18 h; TGF-beta stimulated, 500 pg/mL final | AID 588855; further: potency means the concentration at half of the fitted maximal effect; on the % scale 0 is the no-effect control and ±100 the full control effect; nearly all actives have a fitted effect of over 65% in size
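Smad-responsive CAGA-GFP expression was quantified in HEPG2 cells exposed to compounds and 500 pg/mL final TGF-beta for 18 h at 37 degrees C; unstimulated wells defined full inhibition.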
MCF10A rereplic = inducers of DNA re-replication in MCF 10A breast cells | MCF 10A DNA re-replication, Hoechst nuclear intensity, 48 h | Potency, µM (doses to about 46.1 µM), for the others: at the top dose activity, positive = re-replication, usual class: activators | 2.9% of 350,000 active | AID 624296; further: potency means the concentration at half of the fitted maximal effect; % of control where 0% means no effect; nearly all actives have a fitted effect of over 50% in size
HepG2 viability = counter-screen for TGF-b inhibitors: cytotoxicity in HepG2 cells; 0.76% of 410,000 active; Potency, µM (titrated, usually from 46.1 µM), without a hit: at the top dose activity change, negative = cytotoxicity, usual class: cytotoxic; HepG2 CAGA-GFP viability, ATP luminescence, 18 h; AID 588856; further: potency means the concentration at half of the fitted maximal effect; some results filed as inactive show a strong effect at the top dose
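CellTiter-Glo luminescence gave cytotoxicity after 18 hours at 37 degrees C. The cells were HepG2 CAGA-GFP in 1% FBS DMEM, stimulated with 500 pg/mL TGF-beta after compound addition. %Activity was normalised to no-cell wells (complete cell-killing) and DMSO (no toxicity), and curves were fitted and classified.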
Nrf2 ARE act = activators of Nrf2 (ARE) signaling. Potency, µM (series often up to 46.1 µM), for the others: at the highest dose activation, usual class: activators. 0.31% of 410,000 active. AID 624171. AREc32 ARE-luciferase reporter (MCF7-derived line), luminescence, 24 h; further: potency means the concentration at half of the fitted maximal effect; % of control where 0% means no effect; nearly all actives have a fitted effect of over 65% in size
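ARE-driven firefly luciferase activity in AREc32 cells measured after a 24 hr compound exposure at 37 deg C, using Steady-Glo reagent and a 30 min room-temperature hold.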
IL-1B inflam inh = blocks inflammasome-driven IL-1 beta release | THP-1 LPS/ATP IL-1B secretion, AlphaLISA, 16 h; active compounds read low | 4.7% of 360,000 active | AID 743279 | activity change, % at 57.5 µM; in the data active means activity change below about -50%; inconclusive means mostly about -30% to -49%; further: on the % scale 0 is the no-effect control and ±100 the full control effect
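Secreted IL-1B measured by AlphaLISA bead assay after 16 h compound exposure of THP-1 cells; compounds (final up to 57.5 uM) added 1 h before LPS (250 ng/mL) and ATP (1.25 mM) stimulation; lower signal means less secretion.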
A549 tox = kills or reduces viability of A549 cells in Nrf2 counter-screen; A549 ARE-Fluc cells, CellTiter-Fluor viability, 18-24 h; Potency, µM (top dose mostly 46 µM), for inactives: at the highest dose activity change, negative = cytotoxicity, usual class: inhibitors; 0.16% of 390,000 active; AID 504648; further: potency means the concentration at half of the fitted maximal effect; on the % scale 0 is the no-effect control and ±100 the full control effect
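A549 ARE_Fluc cells in 5% FBS OPTI-MEM were exposed to compounds in concentration-response for 18-24 h at 37 deg C. Viability was read by CellTiter-Fluor fluorescence (Ex 405/Em 525) after 30 min, before the luciferase read.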
ATXN2 expr inh = inhibitors of ATXN2 expression; HEK-293 ATXN2-luciferase reporter, luminescence, 24 h; Potency, µM (highest dose often 57 µM), for the others: at the highest dose activity change, negative = inhibition, hits mostly inhibitors; 0.72% of 360,000 active; AID 1745845; further: potency means the concentration at half of the fitted maximal effect; on the % scale 0 is the no-effect control and ±100 the full control effect; nearly all actives have a fitted effect of over 55% in size
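qHTS (up to 57 uM final) was run with 24 h compound exposure of reporter cells at 37 °C. Each well was multiplexed: SteadyGlo luminescence measured ATXN2-luciferase expression after a fluorogenic Gly-Phe-AFC viability readout (25 uM final).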
S2 tox = cell viability loss in ATXN counter-screen. 0.49% of 400,000 active. S2 cells (HEK-293 line with an ATXN2-luciferase reporter) viability, CellTiter-Fluor protease fluorescence, 24 h. Potency, µM (top dose mostly 56.7 µM), most hits filed as cytotoxic. AID 651635; further: potency means the concentration at half of the fitted maximal effect; nearly all actives have a fitted effect of over 40% in size
Active calls of the source: *; i = inactive; u = inconclusive; x = no result given; [ ] = dose if it differs, or a comment. Unless noted, the call rests on the fitted dose curve; in most records, active means well fitted curve in the direction sought with a large enough effect; inconclusive means small, poorly fitted or top-dose-only effect, or another doubt; inactive means no such curve, though single readings can be large; an effect the other way counts as inactive or inconclusive. An unsorted share of the library, and some 8.8% of all compounds hit somewhere here.

Fields – TGFb SMAD3 inh | IL-1B inflam inh | A549 tox | MCF10A rereplic | Nrf2 block | S2 tox | ATXN2 expr inh | HepG2 viability | Nrf2 ARE act
- c1ccc2c(N3CCCCC3)nc(N3CCCC3)nc2c1
    u | u | -15% | 6% | -24% | u | u | -35% | -0.2%
- O=C(CC(=O)c1cc(Cl)ccc1O)c1ccccc1
    u | 39 | -16% | 21µM* | u | i | u | 11µM* | u
- CCN1CC(CN(C)Cc2cn(-c3ccc(C)cc3)nc2-c2cccc(C)c2)CC1=O (stereo not given)
    u | -86* | -6% | 8% | 3% | i | 0% | -28% | 0.7%
- Cc1ccc(Cn2c(NCCc3ccccc3)nc3c2c(=O)n(C)c(=O)n3C)cc1
    -14% | u | -5% | 12% | 15µM* | i | -11% | -27% | -0.5%
- CCOc1ccc(NC(=O)/C(C#N)=C/c2ccc(N3CCCC3)c(C)c2)cc1
    119%[activator] | -1 | -16% | u | -2% | i | -39% | 10% | -0.6%
- Cc1ccc(C)c(NS(=O)(=O)c2c(C)ccc3nsnc23)c1
    6% | -13 | -16% | 5% | x | i | -6% | 13% | -0.5%
- CC(Nc1cc(=O)n(C)c(=O)[nH]1)c1ccccc1 (stereo not given)
    10% | 28 | -1% | -1% | u | i | 4% | -11% | 1.6%
- COc1ccc(C)cc1S(=O)(=O)Nc1cccc(-c2ccc(N3CCC(C)CC3)nn2)c1
    -4% | x | -4% | x | x | i | 62%[activator] | -15% | 0.0%
- N#Cc1c(SC(C(=O)O)c2ccccc2)nc2c(c1-c1cccs1)CCCC2 (stereo not given)
    -1% | -5 | 2% | -12% | u | i | 1% | 1% | -0.7%
- CC(C)(C)N=C1SCC(C)(/C=N/O)S1 (stereo not given)
    5% | 10 | -5% | 0% | 17% | i | 1% | -18% | -0.3%
- CCOc1ccc(-c2nc(C#N)c(NC3CC3)o2)cc1
    -11% | u | -11% | 0% | -12% | u | 48%[activator] | -12% | 2.8%
- CSc1sc(C)cc1/C=N/O
    u | -4 | 14% | 11% | -9% | i | -11% | -32% | -0.5%
- Cc1cc(=O)[nH]c(NCCO)n1
    -4% | 10 | 4% | 4% | -3% | i | 17% | -4% | 0.0%
- O=C(N/N=C/c1sc(=O)n(Cc2ccc(Br)cc2)c1Cl)c1ccco1
    u | -78* | u | 18µM* | u | x | u | -89% | u
- O=C(NNc1ccccc1Br)C(O)(c1cccc(C(F)(F)F)c1)c1cccc(C(F)(F)F)c1
    7.9µM* | -59* | u | u | u | x | u | -103% | -2.1%
- CC(C)(C)NC(=O)CN(Cc1cccs1)C(=O)c1csnn1
    -6% | -20 | 2% | 1% | 2% | i | -2% | 0% | -0.2%
- COc1ccc(-n2ncc3c(SCC(=O)NNC(C)=O)ncnc32)cc1
    -1% | -4 | 3% | -2% | u | i | -9% | -14% | 2.5%
- CCOC(=O)c1ccc(NC(=O)/C(C#N)=C/c2ccc(OC)cc2)cc1
    12% | x | -1% | x | 9% | i | 8% | 12% | 0.3%
- O=C(COc1ccccc1)NC1CCSc2ccccc21 (stereo not given)
    0% | -30 | 1% | 15% | 12% | i | 24% | -8% | -0.2%
- Cc1ccc2[nH]c(C(=O)N3CCC(C(N)=O)CC3)cc2c1
    3% | 13 | -1% | u | 1% | u | 15% | 10% | 3.4%
- COc1ccc(CNC(=O)C(C)Sc2ccc(S(=O)(=O)N3CCOCC3)cn2)cc1 (stereo not given)
    1% | -3 | 8% | -1% | -12% | u | 5% | 2% | 0.2%
- CCCNc1ccc(C(=O)OCC)cc1[N+](=O)[O-]
    6% | 5 | 2% | 4% | u | i | 40%[activator] | 5% | 4.3%
- O=C(CSc1ncn[nH]1)N/N=C/c1ccc(C(F)(F)F)cc1
    -2% | -10 | 0% | -2% | 4% | i | 9% | 3% | 0.3%
- CCOc1ccccc1NC(=O)c1sc2nc(C)cc(C)c2c1N
    26% | x | 0% | x | 2% | i | 6% | 2% | 5.5%
- O=C(CSc1nnc(C2CC2)n1C1CC1)c1ccccc1F
    2% | -11 | 0% | 7% | 8% | i | x | -19% | 7.3%
- Cc1nnc(N(Cc2ccco2)C(=O)c2cccc(C#N)c2)s1
    7% | 7 | 9% | 4% | 7% | i | -17% | -6% | -0.5%
- C=CCOC(=O)CCCCCCCC
    -14% | 9 | -2% | 3% | -4% | i | 8% | -16% | -0.6%
- CC(C)NC(=O)Cn1c(SCC(=O)N2CCCc3ccccc32)nc2ccccc21
    -5% | -12 | -6% | u | x | i | -5% | -14% | -0.9%
- COc1ccc(-n2nc(C(=O)NCC(=O)N3CCCC(C)C3)c3ccccc3c2=O)cc1 (stereo not given)
    7% | -10 | 0% | 17% | u | i | 139%[activator] | -13% | 0.4%
- Cc1cc2occ(CC(=O)N(C)CC(=O)Nc3ccc(F)cc3)c2cc1C
    -9% | u | u | -6% | u | i | -22% | -38% | 0.6%
- CCc1ccc(NC(=O)c2ccc(F)c(S(=O)(=O)N(C)C3CCCCC3)c2)cc1
    -9% | x | u | x | x | x | x | 1% | 0.5%
- COc1ccc(/C=N/Nc2ncnc(Cl)c2N)cc1OC
    -3% | -15 | -1% | u | u | i | 14% | 2% | 0.1%
- CCc1ccccc1NC(=O)CC1CS(=O)(=O)CC1CC(=O)Nc1ccccc1CC (stereo not given)
    2% | 16 | -11% | -4% | 6% | i | 4% | 8% | -0.1%
- Cc1cccc(CCN2C(Nc3ccccc3)=NC[C@@H]2C)c1
    3% | -27 | 6% | 6% | 3% | i | -7% | -8% | 6.4%
- COc1ccc(Br)cc1C(=O)Nc1ccc(O)cc1
    2% | -21 | 1% | u | -4% | i | 0% | -15% | 24%
- CCOc1ccc(N(Cc2ccccc2F)C2=NC3CS(=O)(=O)CC3S2)cc1 (stereo not given)
    -1% | x | 19% | 0% | 1% | i | -10% | -37% | 6.7%
- COC(=O)c1ccc(OCc2nc(N)nc(N3CCOCC3)n2)cc1
    -2% | 0 | 0% | 2% | 15% | i | 6% | -34% | -0.3%
- CCCC12CN3CC(CCC)(CN(C1)C3c1ccccc1)C2=O (stereo not given)
    2% | x | 11% | x | x | i | -4% | 3% | -0.1%
- Cc1cc(C)c(S(C)(=O)=O)c(Oc2ccc(C(C)(C)C)cc2)n1
    -18% | 21 | 0% | 20% | u | i | -8% | 8% | -0.9%
- COc1ccc(CNC(=O)C2CC(=O)N(C3CCCCC3)C2)cc1 (stereo not given)
    0% | 31 | -6% | 1% | -2% | i | -1% | 5% | -0.1%
- COc1ccc(CN(Cc2ccco2)C(=O)COc2ccccc2OC)cc1
    -31% | x | 4% | x | -10% | x | x | -32% | 6.8%
- CC[C@]12c3[nH]c4ccc(Cl)cc4c3CCN1C(=O)[C@@H](CC(=O)NCC13CC4CC(CC(C4)C1)C3)C[C@@H]2C(=O)N1CCN(C(=O)C2CC2)CC1
    10µM* | 0 | -29% | u | 23µM* | u | 25µM* | -21% | -1.4%
- CCOc1ccc(C(=O)Nc2ccc(Cl)c(-c3nc4cc(C)cc(C)c4o3)c2)cc1
    -14% | x | 2% | x | 4% | i | 2% | -18% | 0.3%
- Nc1nc(Sc2c([N+](=O)[O-])cc(C(F)(F)F)cc2[N+](=O)[O-])n[nH]1
    u | -100* | -3% | u | -18% | i | -6% | -117% | 19%
- CCc1cccc2c(=O)c(C(=O)N3CCCCCC3)c[nH]c12
    -3% | -5 | 0% | 0% | 16% | u | 3% | -3% | 2.7%
- Cc1nn(CC(=O)Nc2ccc(C(C)C)cc2)c(=O)c2c(C)n(-c3ccc(Cl)cc3)nc12
    -5% | x | 5% | x | x | x | x | 1% | 0.0%
- COc1ccc(C(CNC(=O)CNC(=O)c2cc(OC)c(OC)c(OC)c2)N2CCOCC2)cc1 (stereo not given)
    0% | 7 | -5% | -1% | 14% | i | 4% | -7% | -0.4%
- Cc1cc(C)cc(NC(=S)Nc2cccc3ccccc23)c1
    u | 1 | 7% | -15% | -5% | i | -3% | -25% | 4.7%
- Cc1ccccc1NS(=O)(=O)c1ccc(C(=O)NCC2CCCO2)cc1 (stereo not given)
    -10% | -2 | -1% | -1% | u | u | 6% | 1% | -0.4%
- O=c1nc2ccccn2c2ccc(S(=O)(=O)N3CCCCC3)cc12
    1% | -10 | 0% | 0% | 2% | i | 2% | -2% | -0.3%

Next results.
Fields – TGFb SMAD3 inh | IL-1B inflam inh | A549 tox | MCF10A rereplic | Nrf2 block | S2 tox | ATXN2 expr inh | HepG2 viability | Nrf2 ARE act
- NC(=O)NC(c1ccccc1)c1ccccc1F (stereo not given)
    4% | 7 | 3% | -1% | -4% | i | 6% | 2% | 0.4%
- COC(=O)c1oc2nc(C)cc(C)c2c1N
    1% | -23 | -1% | 340%[0.0737 µM] | -16% | i | 0% | 10% | -0.5%
- Cc1[nH][nH]c(=O)c1C=NCc1cccc(C(F)(F)F)c1
    u | 21 | -13% | -1% | u | u | x | -8% | -1.2%
- O=C(c1cccc(S(=O)(=O)N2CCOCC2)c1)N1CCN(c2ccc(F)cc2)CC1
    -27% | 0 | 13% | -3% | 7% | i | 3% | -6% | 0.7%
- COc1ccccc1-c1cccc([C@@H]2C[C@H]3[C@H](CON3C)CN2C)c1
    -10% | 2 | 13% | -12% | 9% | i | 1% | -28% | 3.2%
- CC(C)OCCCNC(=O)c1cn(C)c2ccc(S(=O)(=O)N3CCCC3)cc2c1=O
    4% | 20 | 3% | 0% | 1% | i | 3% | 2% | -0.7%
- N#Cc1c(N2C(=O)Nc3ccccc3N2O)sc2c1CCCC2
    11% | 9 | -1% | -2% | u | i | -25% | -1% | 10%
- CC(C)C(=O)Nc1cccc(NC(=S)NC(=O)c2cccs2)c1
    6% | -3 | -5% | -2% | u | i | 20% | 0% | 2.2%
- O=C(COc1ccc(Cl)cc1)Nc1ccc2oc(=O)ccc2c1
    -16% | -3 | 0% | 22% | -19% | i | 2% | -1% | -0.1%
